Assay outcomes deposited in PubChem BioAssay by several laboratories.
Mdm2 ligase inh = Mdm2 E3 ligase (human) inhibition. actives 0.11% (n = 210,000). AID 1230. signal enhancement, % at 5 µM. Q00987. cell-based MDM2 ubiquitination luciferase reporter, 2 h; 0 = plate control, 100 = twice control, blank-subtracted;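 active means signal enhancement of 30% or more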;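 further: luminescence tracks abundance of the self-degrading MDM2-luciferase fusion protein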
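Timing – 2 h compound exposure at 37 °C · Assay system – mammalian cells stably expressing self-ubiquitinating, self-degrading MDM2 E3–luciferase fusion · Amount – 2000 cells seeded into each well · Measure – % luminescence enhancement versus blank-corrected plate control mean · Measured by – SteadyLite luminescence, 15 min reagent step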
p47phox inh = inhibitors of human p47phox binding | P14598 | p47phox/p22phox peptide binding, fluorescence polarization, 2 h | inhibition, % at 24.7 µM | actives 0.53% (n = 220,000);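 active means inhibition above about 30%, limit read from the data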;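 further: 0% = p47phox with labelled peptide and 100% = labelled peptide alone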
TbHK1 inh = T. brucei hexokinase 1 inhibition | recombinant TbHK1, G6PDH-coupled NADH A340 | inhibition, % at 10 µM | actives 0.11% (n = 220,000) | AID 1430;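 active means inhibition of 50% or more in the single-dose primary screen; inactive means inhibition below 50%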
Hck Nef HTS = inhibitors of human Hck kinase activated by Nef; Recombinant Hck-YEEI plus Nef, Z-Lyte FRET kinase assay; inhibition, % at 20 µM; actives 0.68% (n = 220,000); AID 463187;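 active means Hck-Nef kinase inhibition above about 50%, limit read from the data; inactive means inhibition below that limit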;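 further: 0% = DMSO with Hck plus Nef and 100% = Hck alone without Nef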
Target sequence (P08631 whole entry, looked up): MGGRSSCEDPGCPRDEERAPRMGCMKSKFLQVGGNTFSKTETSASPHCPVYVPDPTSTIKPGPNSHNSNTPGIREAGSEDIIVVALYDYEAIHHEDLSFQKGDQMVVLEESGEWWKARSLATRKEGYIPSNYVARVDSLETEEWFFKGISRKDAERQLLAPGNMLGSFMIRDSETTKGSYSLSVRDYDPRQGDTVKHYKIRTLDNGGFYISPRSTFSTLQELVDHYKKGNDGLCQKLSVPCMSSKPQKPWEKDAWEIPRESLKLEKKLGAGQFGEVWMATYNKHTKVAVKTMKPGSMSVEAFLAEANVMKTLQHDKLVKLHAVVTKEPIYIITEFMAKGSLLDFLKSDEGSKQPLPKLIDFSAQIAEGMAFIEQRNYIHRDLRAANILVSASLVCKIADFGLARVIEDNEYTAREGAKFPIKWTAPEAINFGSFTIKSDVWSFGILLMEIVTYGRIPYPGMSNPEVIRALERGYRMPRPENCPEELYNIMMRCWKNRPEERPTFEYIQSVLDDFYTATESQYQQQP
14-3-3 Bad inh = disrupts binding of bovine 14-3-3 zeta to phospho-Bad peptide; P63103; TR-FRET 14-3-3zeta/Dy647-pBad peptide displacement, 1 h; inhibition, % at 21.7 µM; actives 0.71% (n = 220,000); AID 781;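 active means inhibition above about 70%, limit read from the data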;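 further: 0% = full 14-3-3 plus peptide FRET controls and 100% = background without 14-3-3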
Target sequence (P63103 whole entry, looked up): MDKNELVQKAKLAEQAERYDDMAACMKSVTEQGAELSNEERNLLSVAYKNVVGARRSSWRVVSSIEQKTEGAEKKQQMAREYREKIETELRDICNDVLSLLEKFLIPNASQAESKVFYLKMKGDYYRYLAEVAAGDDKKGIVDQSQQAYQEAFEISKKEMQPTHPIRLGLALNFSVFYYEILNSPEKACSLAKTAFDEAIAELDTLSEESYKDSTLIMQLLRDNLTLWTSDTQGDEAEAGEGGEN
EBV gp42 block = blocks Epstein-Barr virus glycoprotein 42 binding; Q1HVG2; Fluorescence polarization binding assay, mP read-out; inhibition, % (tested at 21.74 µM); actives 0.42% (n = 220,000); in the data active means inhibition above about 50%
Target sequence (Q1HVG2 whole entry, looked up): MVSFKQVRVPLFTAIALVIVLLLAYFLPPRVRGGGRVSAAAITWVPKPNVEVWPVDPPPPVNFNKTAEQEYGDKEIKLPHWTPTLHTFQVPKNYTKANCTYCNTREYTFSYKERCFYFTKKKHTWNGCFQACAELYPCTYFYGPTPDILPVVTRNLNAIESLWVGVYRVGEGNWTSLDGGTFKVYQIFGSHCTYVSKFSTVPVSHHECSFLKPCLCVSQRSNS
Runt-SMMHC FRET = Runt domain-CBFb-SMMHC interaction inhibition; Cerulean-Runt/Venus-CBFb-SMMHC FRET ratio 530/480, 1 h; inhibition, % at 20 µM; actives 0.74% (n = 220,000);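 active means mean inhibition across duplicate retests at 20 µM reaching about 50%, limit read from the data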;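 further: 0% = DMSO wells and 100% = wells with excess untagged CBFb-SMMHC; inhibitors lower the FRET ratio by blocking Runt binding to CBFb-SMMHC; some results filed as inactive read as strong as hits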
Runt-CBFb FRET = Runt domain-CBFb interaction inhibition; Q01196+Q13951; Cerulean-Runt/Venus-CBFb FRET ratio 530/480, 1 h; inhibition, % at 20 µM; actives 0.46% (n = 220,000); AID 1496;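 active means inhibition over about 50% at 20 µM in the single-dose screen, limit read from the data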;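 further: 0% = DMSO wells and 100% = excess unlabeled CBFb competitor control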
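Reagent – Venus-CBFb binding partner, 100 nM · Assay system – Cerulean-tagged RUNX1 Runt domain (FRET donor) fusion protein · Input – 100 nM per protein · Incubation – two 1 h room-temperature incubations shielded from light · Measured by – FRET fluorescence · Medium – Tris buffer pH 7.5 with salts and BSA · Benchmarks – unlabeled CBFb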
L929 necroptosis = L929 zVAD cell death inhibition; L929 zVAD necroptosis rescue, ATP luminescence, 24 h; with zVAD 60 µM; viability rescue, % at 10 µM; actives 0.38% (n = 220,000);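 active means activation, scaled between plate controls, above about 75%, limit read from the data; inactive means activation under that limit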;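 further: 0% = zVAD with DMSO and 100% = DMSO alone without zVAD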
Numbers without * were called inactive; · = no result given; [ ] = remark or other dose.

Below each SMILES – Mdm2 ligase inh	p47phox inh	TbHK1 inh	Hck Nef HTS	14-3-3 Bad inh	EBV gp42 block	Runt-SMMHC FRET	Runt-CBFb FRET	L929 necroptosis
- Cc1noc(C)c1S(=O)(=O)Nc1ccccc1N1CCOCC1
→ -6	-10	-9	13	-16	-13	-2	-1	-0.2
- Cc1ccc(NC(=O)CCC(=O)NNC(=O)C(c2ccccc2)c2ccccc2)c(C)c1
→ -8	-11	5	0	3	-3	0	-2	0.0
- O=C(CNC(=O)c1ccccc1)OC(C(=O)c1ccccc1)c1ccccc1 (configuration not stated)
→ -7	0	-1	-1	5	-3	2	0	0.1
- Cc1nc2nc(SCC(=O)O)nn2c(C)c1Cc1ccccc1Cl
→ -2	-3	-1	20	-10	-7	0	0	2.9
- COc1ccc(OC(C)C(=O)Nc2cccnc2)cc1 (configuration not stated)
→ -6	-9	0	3	-5[fluorescence artefact?]	-4	4	3	0.5
- Cc1nc2ccc(NC(=O)c3ccc(Cl)s3)cc2s1
→ -2	3	-2	2	7	-5	0	2	0.8
- CC1CCN(C(=O)CN2C(=O)C(C)(C)Oc3ccc(C(=O)NC4CCCC4)cc32)CC1
→ -15	-5	-1	0	-14	-16	2	-1	-0.1
- Cc1ccc(NC(=O)C(C)N2C(=O)c3ccccc3C2=O)nc1 (configuration not stated)
→ -11	7	-6	-30	-5	0	-4	1	2.0
- CCOc1ccc(/C=C2\SC(N3CCc4ccccc4C3)=NC2=O)cc1
→ 4	-232	-9	5	-5	0	-6	-6	3.0
- O=C1C(NS(=O)(=O)c2ccccc2)=C(N2CCN(c3ccc(F)cc3)CC2)C(=O)c2ccccc21
→ 0	14	-7	14	-2	15	-5	0	-0.1
- NC(=O)CC[C@@H]1NC(=O)[C@H](CO)NC(=O)c2cc([N+](=O)[O-])cc(I)c2NCC[C@@H](C(N)=O)NC1=O
→ ·	-5	-17	-7	0	-16	-12	-2	-0.1
- O=C(COc1ccccc1F)NCc1nc2ccccc2[nH]1
→ -13	-1	-6	19	-3	-11	0	-1	0.2
- CC(C)c1ccc(C(O)P(=O)(OC2CCCCC2)OC2CCCCC2)cc1 (configuration not stated)
→ 3	-8	-12	11	-9	-1	-3	-5	0.6
- CCCCn1nc(C(=O)NC2=NCCS2)c2ccccc2c1=O
→ -14	-8	-1	0	-18	-15	-9	0	-0.7
- O=S(=O)(c1ccc(Cl)cc1)n1c(Cc2ccccc2)nc2ccccc21
→ 3	-11	5	4	-15	-15	-2	0	1.7
- Cc1cccc(NC(=S)NCCC(C)C)c1
→ 1	-3	3	-1	-7	2	-7	0	-1.3
- N#Cc1cn(-c2ccccc2)nc1-c1ccc2c(c1)OCCO2
→ -19	0	1	15	5[fluorescence artefact?]	10	-1	-2	-0.5
- COC(=O)/C(=C\C(=O)c1ccccc1)Nc1cccc(C(F)(F)F)c1
→ -4	-7	-15	0	-4	-11	2	-3	-0.2
- CNc1c([N+](=O)[O-])cnn1-c1ccc(Cl)cc1Cl
→ 4	2	-14	0	8	-18	-2	1	0.1
- COC(=O)c1cccc(NC(=O)CCCOc2cccc(C)c2)c1
→ -14	-12	-1	-2	·	4	-5	0	-0.4
- CSc1ccccc1NC(=O)Nc1ccc(F)c(Cl)c1
→ -5	-17	4	1	0	-29	0	0	0.4
- COc1cccc2c1OCC(CN1CCN(Cc3ccccc3)C(CCO)C1)=C2 (configuration not stated)
→ -7	1	-4	23	0	-17	-1	1	1.7
- C=CCn1c(SCC(=O)Nc2cccc(C(=O)OC)c2)nnc1C(C)NC(=O)c1cccs1 (configuration not stated)
→ -19	-4	-1	10	-10	-24	-1	2	-0.8
- Cc1ccc(C(=O)Nc2cc([N+](=O)[O-])ccc2C)cc1
→ -1	-2	-6	25	-5	-6	0	-1	4.4
- CCC1C(=O)N(C)CCc2ccccc21 (configuration not stated)
→ -11	-5	5	1	0[fluorescence artefact?]	-7	-4	-1	0.7
- CCCc1nc2oc(C(=O)OCC)c(N)c2c2c1COC(C)(C)C2
→ -11	·	-21	3	·	·	-1	-4	0.9
- C=CCN1C=C2C(=O)C(C)(OC(=O)c3ccc(OC)cc3)C(=O)C(c3ccco3)=C2C=C1CCCC (configuration not stated)
→ 20	-18	-24	36	-5	8	-9	-22	-0.8
- Cc1nnc(NC(=O)CSc2ncc(-c3ccccc3)[nH]2)s1
→ ·	-9	7	18	2	3	-1	1	-0.3
- Cc1ccc(S(=O)(=O)N2CCC(C(=O)N3Cc4ccccc4C3)CC2)cc1
→ 1	-7	-2	2	7	-9	2	1	-0.1
- CCc1ccc(C(=O)COC(=O)c2n[nH]c3ccccc23)cc1
→ -23	-22	13	20	-1	-8	2	-1	2.3
- CC(C(=O)NCc1cccnc1)N1C(=O)c2ccccc2C1=O (configuration not stated)
→ 5	-14	2	-1	14[fluorescence artefact?]	-15	2	-3	0.1
- COC(=O)C1=C(C)NC2=C(C(=O)CC(C)(C)C2)C1c1cccc(C)n1 (configuration not stated)
→ -11	-13	-7	22	0[fluorescence artefact?]	-22	87*	35	0.4
- CCn1cc(CNC(=O)c2cc(Cl)ccc2OC)c(C)n1
→ -17	11	0	-5	0	8	-3	2	2.7
- Cc1ccc(CCNc2ccc3ccccc3c2)cn1
→ ·	1	1	12	-2	-10	·	·	-0.1
- CCOc1ccc(N2CC(C(=O)Nc3ncccc3C)CC2=O)cc1 (configuration not stated)
→ -2	-1	14	6	6	1	-2	-1	-0.2
- O=S(=O)(c1cccc(-c2nc3ccccc3s2)c1)N1CCOCC1
→ -16	-12	-4	-1	-1	-9	4	-2	-0.5
- O=C(NC(=S)NCCc1ccccc1)c1ccccc1
→ -17	0	1	3	4	3	2	0	0.0
- Cc1cccc(S(=O)(=O)CC(=O)Nc2nc(-c3ccccc3)cs2)c1
→ 0	-3	2	-3	2	-20	-5	-1	0.6
- Cc1ccc2[nH]c(=O)c(CN(Cc3cccnc3)Cc3nnnn3CC3CCCO3)cc2c1 (configuration not stated)
→ -15	-6	-17	-16	-2	-4	1	1	-0.5
- COc1ccc(-c2ccc(-c3nnc(-c4cc(OC)ccc4OC)o3)cc2)cc1
→ -24	-2	-17	4	-1	0	3	0	-0.2
- CCc1ccc(NC(=O)Cc2c(C(=O)O)n(C)c3ccccc23)cc1
→ -8	-10	-2	28	-7	3	-1	0	4.4
- CC(C)N(C(=O)CSc1nnc(NC(=O)C2CCC2)s1)C(C)C
→ -14	0	-18	1	5	-14	-4	-2	0.5
- N/C(=N\OC(=O)CCCOc1ccccc1)c1cccc(Br)c1
→ -7	13	6	-20	-1	12	-4	-1	0.6
- CC1(C)C(=O)CC[C@]2(C)C3C(=O)C=C4[C@H]5C[C@@](C)(C(=O)O)CC[C@]5(C)CC[C@]4(C)[C@]3(C)CC[C@@H]12 (some centres not stated)
→ 3	8	-15	19	19	-26	-6	-3	0.7
- Cc1c(NC(=O)COC(=O)c2cc3c4ccccc4n(C)c3s2)c(=O)n(-c2ccccc2)n1C
→ 3	-11	-39	0	0[fluorescence artefact?]	-6	1	0	1.8
- C[C@@H]1C(=O)O[C@@H]2[C@H](O)C34[C@H]5C[C@@H](C(C)(C)C)C36[C@H](OC(=O)[C@@H]6O)OC4(C(=O)O5)[C@@]12O (some centres not stated)
→ ·	-9	-5	-5	-13	-6	1	-1	3.7
- Cc1cc(-n2c(C)cc(C(=O)CN3C(=O)NC4(CCCC4)C3=O)c2C)no1
→ -13	-2	-1	0	-3[fluorescence artefact?]	8	1	0	0.4
- Cc1cccc(CS(=O)(=O)Cc2ccc(C(=O)NCCCN3CCCC3)o2)c1
→ -9	-11	-8	-1	-10[fluorescence artefact?]	-9	-2	0	-0.2
- O=C(/C(=C(\[O-])c1ccccc1)[n+]1ccc2ccccc2c1)c1ccc(Cl)cc1
→ -3	-16	-6	3	-4	67*	-10	-5	0.6
- O=C(Nc1ccccc1-c1nc2ccccc2s1)C1=COCCO1
→ -9	-8	-8	6	4[fluorescence artefact?]	-6	4	-11	1.3
- CC(C)c1ccccc1NC(=O)COC(=O)c1c2c(nc3ccccc13)CCN(Cc1ccccc1)C2
→ -4	-69	-6	1	6	-46	-12	-7	0.2
- CC(C)(C)c1ccc(/C=C/C(=O)NC2CCS(=O)(=O)C2)cc1 (configuration not stated)
→ -11	-1	-1	8	2	10	-4	-4	2.9
- O=C(NCCCn1ccnc1)c1cc(S(=O)(=O)N2CCOCC2)c(Cl)cc1Cl
→ 0	-11	-8	2	3	-5	-2	0	0.7
- N#Cc1ccccc1NC(=O)c1ccc2c(Cl)c3c(nc2c1)CCCC3
→ -15	-5	1	1	-2	-9	-7	-3	7.7
- CCC(=O)N1CCc2cc(Br)cc(S(=O)(=O)NCC3CCCN3CC)c21 (configuration not stated)
→ -3	-5	4	0	-1[fluorescence artefact?]	-2	2	0	0.3
- O=C(N/N=C/c1ccccc1)c1n[nH]c2c1CCCC2
→ -43	-11	-4	8	-14	-19	-1	0	83*
- CN(c1ccc(OCC(=O)NCc2cccnc2)cc1)S(=O)(=O)c1ccc(Cl)cc1
→ 0	-1	-2	0	-5	2	10	0	0.7
- CCC(=O)Nc1ccc(S(=O)(=O)N2CCOCC2)cc1
→ -6	-2	-4	-10	-2	10	1	1	-0.6
- Nc1cccc(Cl)c1N1CCOCC1
→ -33	-12	-3	1	-467	-22	-2	-1	0.0
- COc1cc(/C=N/NC(=O)c2c(-c3ccccc3)noc2C)ccc1O
→ 3	-10	-23	0	4	-25	-1	0	0.5

Remaining list, next part.
Below each SMILES – Mdm2 ligase inh	p47phox inh	TbHK1 inh	Hck Nef HTS	14-3-3 Bad inh	EBV gp42 block	Runt-SMMHC FRET	Runt-CBFb FRET	L929 necroptosis
- O=C(CSc1cccc[n+]1[O-])N1CCCCCC1
→ -16	-6	-1	20	-19	-19	2	1	4.3
- Cc1ccc(Nc2nc(Cl)c(C=O)s2)cc1
→ -8	-45	-26	4	-2	-18	-7	-3	0.3
- O=C(NCc1cn2ccccc2n1)c1ccc2c(c1)OCO2
→ -10	-4	2	0	-10	-1	3	2	0.1
- Cc1ccc(SCc2cc(=O)[nH]c(Nc3nc(C)c4ccccc4n3)n2)cc1
→ -1	2	-22	4	1	-17	-10	-9	2.1
- Cc1ccc(NC(=O)COC(=O)CN2C(=O)c3ccccc3C2=O)cc1S(=O)(=O)N(C)C
→ -77	-7	9	-11	60	-3	1	0	0.5
- Cc1nc2c(C)cccc2c2c1CCS2
→ -4	21	-24	22	1	-11	0	0	0.5
- N#Cc1c2c(c(-n3cnc4ccccc43)n3c1nc1ccccc13)CCC2
→ 10	-22	3	2	6	-22	-69	·	-0.5
- Cc1ccc(SCC(=O)NC(=O)NCCC(C)C)c(C)c1
→ -7	-18	-1	22	-12	-11	-2	-8	3.1
